# Assay outcomes (PubChem BioAssay)
# Cycloheximide cs: Cycloheximide Counterscreen for Small Molecule Inhibitors of Shiga Toxin | cell reporter, cycloheximide protein synthesis inhibition counterscreen | max response, % | AID 2314, 2010 | 12% of 300,000 active; in the data active = max response mostly above about 13%, no sharp cut-off; inactive = mostly below about 14%; also: read at 38.3 µM for the half of the compounds with a filed dose; 0% is about no effect
# HCMV antiviral: qHTS Assay for inhibitors of the human cytomegalovirus (HCMV); HFF cells, HCMV-luciferase reporter, 72 h; stronger effect = lower value; activity change, negative = inhibition, % at 57.5 µM; 4.5% of 410,000 active; AID 1259415, 2018; in the data active = activity change below about -60%; inconclusive = no clear call, values can overlap the other calls; inactive = above about -39%; also: % is scaled to controls: 0 for no effect and ±100 for the full control effect
#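 Two compound doses tested in HFFs infected with HCMV-luciferase, MOI 1 PFU/cell, 72 h at 37C. Lysate luminescence read with OneGlo; data normalized against buffer-only and 10uM Salinomycin inhibitor controls.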
# AMA1 RON2 block: qHTS for Inhibitors of AMA1-RON; Towards Development of Antimalarial Drug Lead: Primary Screen | AID 720542, 2013 | AlphaScreen AMA1-biotinylated RON2 peptide binding | 0.2% of 360,000 active | Potency, µM (highest dose often 58.2 µM), without a hit: top-dose activity change, negative = inhibition, most hits filed as inhibitors;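 also: potency is read from the fitted curve at half-maximal effect; 0% = vehicle wells and -100% = peptide control; nearly all actives have a fitted effect of over 45% in size; some results filed as inactive show a strong effect at the top dose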
#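 AMA1 (3D7) with his tag at 25 nM final met compounds first, then biotinylated RON2 peptide at 25 nM; detection used donor plus acceptor beads, 10 µg/mL apiece, read by AlphaScreen after 30 min at room temperature.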
# FBPA Giardia inh: qHTS Assay for Inhibitors of Fructose-1,6-bisphosphate Aldolase from Giardia Lamblia | Potency, µM (series often up to 59.6 µM), for the others: at the top dose activity, negative = inhibition, usual class: inhibitors | purified Giardia FBPA | A8B2U2 | 0.71% of 290,000 active; also: potency is read from the fitted curve at half-maximal effect; % is scaled to controls: 0 for no effect and ±100 for the full control effect; nearly all actives have a fitted effect of over 55% in size
# Target sequence (A8B2U2 whole entry, looked up): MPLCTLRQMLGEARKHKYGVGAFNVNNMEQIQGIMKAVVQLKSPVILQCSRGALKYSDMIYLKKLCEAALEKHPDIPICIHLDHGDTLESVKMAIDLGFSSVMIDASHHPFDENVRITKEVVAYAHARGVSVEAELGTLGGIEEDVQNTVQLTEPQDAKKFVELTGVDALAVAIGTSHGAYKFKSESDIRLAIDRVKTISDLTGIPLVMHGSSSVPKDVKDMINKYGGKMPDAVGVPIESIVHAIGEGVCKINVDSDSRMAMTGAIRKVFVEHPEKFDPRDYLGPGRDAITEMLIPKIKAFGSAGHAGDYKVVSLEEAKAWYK
#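 40 nM FBPA preincubated 10 min at RT with compound (up to 57.5 uM final), then substrate plus GAPDH/TPI/NAD/arsenate coupling and diaphorase/resazurin added. Fluorescence read after 20 min at RT, 525/598 nm.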
# Shiga inhibitor: A qHTS for Small Molecule Inhibitors of Shiga Toxin | inhibition, % at 38.7 µM | Vero cells, Shiga toxin protein synthesis inhibition reporter | AID 2315, 2010 | 9.2% of 290,000 active; in the data active = inhibition mostly above about 28%, no sharp cut-off; inactive = mostly below about 43%; also: 0% is about no effect
# AmpC inh no detg: qHTS Inhibitors of AmpC Beta-Lactamase (assay without detergent); Potency, µM (doses to about 57.1 µM), without a hit: at the top dose activity change, negative = inhibition, usual class: inhibitors; AID 485341, 2010; AmpC nitrocefin hydrolysis, absorbance 480 nm, 0.0001% Triton; 0.52% of 330,000 active;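 also: potency is read from the fitted curve at half-maximal effect; plate controls were no compound for no effect and no enzyme for full effect; nearly all actives have a fitted effect of over 20% in size; some results filed as inactive show a strong effect at the top dose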
# Target sequence (P00811 whole entry, looked up): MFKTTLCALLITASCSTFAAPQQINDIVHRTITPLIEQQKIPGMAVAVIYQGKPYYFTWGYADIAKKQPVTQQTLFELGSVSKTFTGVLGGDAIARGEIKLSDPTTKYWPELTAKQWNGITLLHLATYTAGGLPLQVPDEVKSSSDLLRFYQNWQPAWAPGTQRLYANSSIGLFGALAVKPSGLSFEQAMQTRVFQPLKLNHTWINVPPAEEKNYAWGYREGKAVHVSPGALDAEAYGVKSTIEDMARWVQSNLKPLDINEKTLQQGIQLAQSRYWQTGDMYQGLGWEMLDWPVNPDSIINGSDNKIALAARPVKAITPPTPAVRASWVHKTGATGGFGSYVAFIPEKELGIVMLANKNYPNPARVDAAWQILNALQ
#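 20 mM phosphate pH 7.0 + 0.01% (detergent screen) or 0.0001% Triton X-100; 5.3 nM AmpC reagent; cpd preinc 15 min RT; nitrocefin (800 uM stock) to start; A480 q20 s × 4 min; Activity was normalised to no-enzyme and no-compound control wells.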
# AmpC detergent: qHTS Inhibitors of AmpC Beta-Lactamase (assay with detergent); 0.041% of 370,000 active; AmpC hydrolysis of nitrocefin, absorbance 480 nm, 0.01% Triton; Potency, µM (titrated, usually from 114 µM), for inactives: at the top dose activity change, negative = inhibition, most hits filed as inhibitors;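 also: potency is read from the fitted curve at half-maximal effect; 0% = no-compound wells and -100% = no-enzyme wells; nearly all actives have a fitted effect of over 25% in size; some results filed as inactive show a strong effect at the top dose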
#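 20 mM phosphate pH 7.0 + 0.01% (detergent screen) or 0.0001% Triton X-100; 5.3 nM AmpC reagent; cpd preinc 15 min RT; nitrocefin (800 uM stock) to start; A480 q20 s × 4 min; Activity was normalised to no-enzyme and no-compound control wells.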
# * hit, by the source's call; ? = inconclusive; · = not tested or not shown; + = active, no number; & = joins results of further samples; [ ] = remark or other dose. Unless noted, calls follow the shape of the dose curve; as a rule, active = well fitted curve in the direction sought with a large enough effect; inconclusive = small, poorly fitted or top-dose-only effect, or another doubt; inactive = no such curve, though single readings can be large; an effect the other way counts as inactive or inconclusive.
# Each structure is followed by: AMA1 RON2 block	AmpC inh no detg	Shiga inhibitor	FBPA Giardia inh	AmpC detergent	Cycloheximide cs	HCMV antiviral
CC(C)[C@H](NC(=O)c1ccccc1)C(=O)OCC(=O)N1CC(=O)Nc2ccccc21
 : 0%	-22%	-8	0%	?	-2	26
CCOC(=O)c1ccccc1NC(=S)N1CCCCC1
 : -10%	-7%	11	-1%	?	1	-22
CCN(CC)C(=O)C12CC3CC(CC(Br)(C3)C1)C2
 : -16%	-8%	-13	-1%	4%	2	-1
COc1cc(C(c2nnnn2C(C)(C)C)N2CCN(c3nc4ccccc4s3)CC2)ccc1O (stereo not drawn)
 : -4%	120%[activator]	30	-8%	?	9	-12
CSc1c(CC(=O)Nc2ccccc2)n(C)c2ccccc12
 : -5%	-36%	-11	18%	3%	-2	-37
CN1CCN(/N=C/c2ccc(Cl)c(Cl)c2)CC1
 : -15%	6%	84*	9%	-10%	38*	3
CC(C)(C)C(=O)NC(=S)Nc1cc(C(=O)O)ccc1Cl
 : -2%	-5%	5	11%	?	9	-61*
CC1(C)CC(NC(=S)NCc2ccco2)CC(C)(C)N1
 : 3%	4%[2.29 µM]	-6	0%	?	-1	40
Cc1ccc2c(c1)cc(C)c1nnc(SCC(=O)NCc3ccco3)n12
 : -4%	62%[activator]	-7	10%	-8%	7	4
CCCCN(CC)CCCNC(=O)c1ccc2c(c1)N(CC)C(=O)c1ccccc1S2(=O)=O
 : 17%	13%	-2	1%	0%	-4	-17
Cc1cc(C)n(-c2nncn2/N=C/c2ccccc2F)n1
 : 7%	-17%	-15	-29%	?	-4	64
O=C(CN1CCN(S(=O)(=O)c2ccc(F)cc2)CC1)NCc1cccs1
 : 32%[activator]	35%	·	·	?	·	-11
COc1cccc2sc(Nc3nnc(-c4cccs4)o3)nc12
 : 24%	45%	74*	?	-15%	21*	-86*
CC12CCC3C(CCC4CC(O)CCC43C)C1CC=C2c1ccccc1 (stereo not drawn)
 : ·	·	-4	0%	·	-4	·
CC(C)=CCC/C(C)=C/CN(CC(C)O)CC(C)O (stereo not drawn)
 : -3%	6%	12	-23%	-6%	-2	10
CN(C)S(=O)(=O)N1CCN(C(=O)c2ccccc2Cl)CC1
 : -3%	-8%	-16	2%	-3%	1	-16
C=CCc1cccc(/C=N/c2nc3ccccc3n2CC)c1O
 : 2%	-17%	21	-23%	-15%	-1	23
COc1ccc(-c2nn(-c3ccccc3)cc2C#N)cc1
 : 4%	-21%	43	2%	?	11	-12
CN(C)Cc1nc2c([nH]1)c(=O)n(C)c(=O)n2C
 : 109%[activator]	-21%	-12	-1%	?	4	-23
CCCCC(=O)N/N=C/c1cc([N+](=O)[O-])ccc1N1CCOCC1
 : -5%	-14%	-9	-1%	?	1	-3
Cc1cccc(N2CC(C(=O)Nc3ccccc3N3CCOCC3)CC2=O)c1C (stereo not drawn)
 : 10%	39%	·	·	·	·	28
CCCCn1c(N)c(C(=O)OCC2CCCO2)c2nc3ccccc3nc21 (stereo not drawn)
 : 18%	25%	-8	?	3%	5	-14
CCCn1c(C(O)c2cc(OC)c(OC)c(OC)c2)nc2ccccc21 (stereo not drawn)
 : 18%	20%	10	-23%	4%	-2	11
Cc1ccc(CSc2nnc(-c3cccc(S(=O)(=O)N4CCOCC4)c3)n2CC(C)C)cc1
 : -4%	170%[activator]	-12	1%	?	1	?
CCOc1ccc(NC(=O)CCC(=O)Nc2nnc(CC)s2)cc1
 : -6%	-9%	0	·	-5%	-2	-19
COc1ccc(C2/C=C\[C@H](O[Si](C)(C)C(C)(C)C)[C@H](C(C)C)CC(=O)N2Cc2ccccc2)cc1 (stereo partly drawn)
 : ·	·	6	3%	·	3	·
Cc1ccc(SCC(=O)c2c(C)nc3cc(C)ccn23)cc1
 : -4%	-28%	10	2%	4%	-3	?
Cc1cc(C)cc(N2C(=O)NC(=O)/C(=C/c3cccn3-c3ccc(Cl)cc3)C2=O)c1
 : -11%	-41%	7	-3%	-13%	0	70
O=C(O)c1cc(N2C(=O)C3CC=CCC3C2=O)ccc1NCc1cccnc1 (stereo not drawn)
 : -3%	-7%	1	0%	6%	-3	27
CN1CCC(NC(=O)c2cccc(Oc3ccccc3)c2)CC1
 : -12%	6%	-11	5%	-7%	-3	-19

# Each structure is followed by: AMA1 RON2 block	AmpC inh no detg	Shiga inhibitor	FBPA Giardia inh	AmpC detergent	Cycloheximide cs	HCMV antiviral
COC(=O)/C(=C/c1c[nH]c2ccccc12)[N+](=O)[O-]
 : 9%	-10%	-36	-19%	-6%	4	102
COc1ccc(-c2cc(CNC(C)=O)on2)cc1
 : 2%	-3%	13	-2%	-5%	12	32
O=C(Cn1cnc2sc3c(c2c1=O)CCCC3)NCC(=O)Nc1ccc(F)cc1F
 : -3%	32%	-11	·	-2%	1	2
CCS(=O)(=O)c1nc(S(=O)(=O)c2ccc(C)cc2)c(NCCCN2CCCC2=O)s1
 : 10%	57%	16	11%	1%	11	0
COCCCNC(=O)CN(CCc1ccccc1)S(=O)(=O)c1ccc(C)cc1
 : 22%	137%[activator]	1	0%	4%	-4	?
CCn1ncc(CN2CCN(Cc3cccc(OC)c3)C(CCO)C2)c1C (stereo not drawn)
 : 4%	-2%	10	6%	-3%	-1	?
CSCC[C@@H](C(=O)Nc1ccc2c(c1)OCCO2)N1Cc2ccccc2C1=O
 : 0%	-14%	59	1%	-12%	27*	107
Cc1[nH]c2ccccc2c1NC(=O)CN1CCN(C(=O)c2ccco2)CC1
 : -19%	-2%	-2	-27%	7%	-2	23
CCCCCn1c(=O)c(C(=O)Nc2ccccc2Cl)c(O)c2ccccc21
 : 23%	-20%	42	5%	4%	5	-40
Cc1ccc(C)c(C(=O)CCC(=O)Nc2ccc(N3CCN(C)CC3)cc2C)c1
 : 4%	37%	·	·	·	·	99
NC(=O)CSc1c[nH]c2ccccc12
 : -3%	-12%	-12	-6%	3%	-1	38
COc1cc(C2N=C(c3ccccc3)NO2)cc(Br)c1O (stereo not drawn)
 : 3%	-27%	19	-7%	-10%	10*	35
Cc1ccc(S(=O)(=O)Oc2ccc(/C=C(/NC(=O)c3ccccc3)C(=O)O)cc2)cc1
 : -11%	-18%	13	16%	1%	-3	-19
CCOC(=O)CNC(c1ccccc1)c1cc(Br)ccc1NC(=O)CCN1CCOCC1 (stereo not drawn)
 : 2%	225%[activator]	13	-2%	2%	15	-33
O=C(c1cccc(S(=O)(=O)N2CCc3ccccc32)c1)N1CCCC(C(F)(F)F)C1 (stereo not drawn)
 : -4%	53%	·	·	-17%	·	?
COc1ccc(C(=O)CNc2ccc(C)cc2C)cc1
 : ?	-10%	29	3%	0%	25*	30
COc1cccc(-c2cc(C(=O)Nc3cnn(Cc4ccc(F)cc4)c3)no2)c1
 : 2%	-20%	10	3%	-15%	10	-40
CCC1CCCCN1Cc1nc2c(c(=O)n(C)c(=O)n2C)n1Cc1ccccc1 (stereo not drawn)
 : -2%	-4%	16	0%	2%	-5	3
CC(C)(CO)CNC1CCCN(C2Cc3ccccc3C2)C1 (stereo not drawn)
 : -2%	-8%	-7	-4%	-16%	-2	26
CC(=O)c1c(C)oc2ccc(NS(=O)(=O)c3ccccc3)cc12
 : 1%	-16%	-6	6%	0%	-5	-25
Nc1nnc(SCc2ccc(Cl)cc2)s1
 : -2%	4%	+	-3%	-6%	14	-15
CC(NC(=O)COC(=O)c1ccc(S(=O)(=O)N2CCOCC2)cc1)c1ccccc1 (stereo not drawn)
 : 29%[11.6 µM]	4%	·	·	·	·	5
CC(C)Oc1ccc(S(=O)(=O)N2CCCCC2)cc1NC(=O)C1CSC2(C)CCC(=O)N12 (stereo not drawn)
 : -2%	135%[activator]	·	·	-19%	·	?
FCCCOc1ccc(-c2nccc(-c3ccccn3)n2)cc1
 : 19%	72%[activator]	35*	-8%	-7%	20*	142
CC(C)(C)S(=O)(=O)/C(C#N)=C/c1sccc1C1OCCO1
 : -7%	1%	-6	-4%	-6%	-1	21
CCOc1ccc(NC(=O)c2sc3nc4n(c(=O)c3c2C)CCC4)cc1
 : 15%	-17%	13	4%	-7%&27%	5	-5&-7
CCOC(=O)c1c(C)c(C(=O)NCCCN2CCCC2=O)c(C)n1CC
 : 0%	-1%	-6	2%	-12%	-3	4
O=C(Oc1cccc(-n2cnnn2)c1)c1sc2ccccc2c1Cl
 : 2%	-5%	-18	17%	-1%	12	21
CS(=O)(=O)c1ncc(Cl)c(C(=O)N2CCN(c3cccc(Cl)c3)CC2)n1
 : ·	·	-20	·	2%	-16	-101*
CC(=O)c1ccc(NC(=O)CSc2nnc(-c3ccco3)o2)cc1
 : 9%	-4%	37	·	-6%	17*	25

# Each structure is followed by: AMA1 RON2 block	AmpC inh no detg	Shiga inhibitor	FBPA Giardia inh	AmpC detergent	Cycloheximide cs	HCMV antiviral
O=C(CSc1nnc(SCc2ccc(Cl)cc2)s1)N/N=C/c1ccc(Cl)cc1Cl
 : 20%	-37%	55*	2%	-12%	33*	-12
CCC(=O)Nc1cc(C)c(NC(=O)C23CC4CC(CC(C4)C2)C3)cn1
 : -6%	-19%	-2	?	0%	-1	7
CCC(C)[C@H](NC(=O)N1CCC(C)CC1)C(=O)O (stereo partly drawn)
 : 8%	-10%	33	1%	4%	-4	?
COC(=O)/C=C1/SC(=Nc2ccc(C)cc2C)NC1=O
 : 14%	-21%	12	0%	?	-3	50
O=C(NC1CCN(c2ncccn2)CC1)c1cccc(F)c1
 : -4%	-13%	-5	13%	-12%	7	-38
C=CCc1c(C)nc(N2CCSCC2)[nH]c1=O
 : -1%	-18%	20	-1%	5%	-1	24
CCNc1nc(NCC)n2c(SCc3ccc(F)cc3)nnc2n1
 : -11%	-15%	-14	5%	-9%	-1	-10
CCOC(=O)C(=O)/C(=C\N(C)C)c1onc(-c2c(Cl)cccc2Cl)c1C(=O)OC
 : 1%	-3%	-4	22%	-4%	2	74
O=C(NC1CCCC1)C(c1ccncc1)N(CC1CCCO1)C(=O)Cn1nnc(-c2cccs2)n1 (stereo not drawn)
 : 10%	80%[activator]	-12	·	-2%	-2	71
O=C(Nc1cccnc1)c1ccc(COc2ccccc2Cl)o1
 : -12%	-15%	-5	3%	-11%	10	98
COc1ccccc1CN(C)c1nnnn1-c1ccccc1
 : -4%	-19%	-6	-12%	-1%	-3	1
COc1ccc(CN2CCN(C(=O)COc3ccc4ccccc4c3)CC2)c(OC)c1
 : ?	159%[activator]	-3	?	-13%	-1	-3

# 2 compounds from above with just AMA1 RON2 block.
mol,AMA1 RON2 block
COc1ccc(CN2CCN(C(=O)COc3ccc4ccccc4c3)CC2)c(OC)c1,?
CCC(=O)Nc1cc(C)c(NC(=O)C23CC4CC(CC(C4)C2)C3)cn1,-6%
